High-throughput results: PubChem BioAssay, several laboratories
SKN-1 block = blocks SKN-1 activity in C. elegans; C. elegans VP596 Pgst-4::GFP/RFP ratio, acrylamide-induced, 24 h; inhibition, % at 21.8 µM; 360,000 compounds, 0.49% hits; AID 624304;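 active means interference check ratio from 0.5 to 1.5 plus GFP to RFP signal ratio inhibition reaching or exceeding a fixed threshold, cut at about 30% in these data, passing the limit was not always enough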; further: some compounds called inactive have numbers as strong as hits
E coli Lon inh = inhibits E. coli Lon protease | purified E. coli Lon protease, fluorescence polarization | inhibition, % at 7.94 µM | 360,000 compounds, 0.42% hits; in the data active means inhibition above about 13%, passing the limit was not always enough;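 further: 0% = enzyme with probe and DMSO and 100% = no enzyme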
NRP1-CendR mod = alters CendR peptide binding to human NRP-1 | O14786 | FAM-RPARPAR peptide binding to NRP-1, fluorescence polarization | inhibition, % at 25 µM | 360,000 compounds, 0.85% hits;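 active means inhibition or corrected inhibition above about 18%, plus a signal ratio from 0.5 to 1.5, limit read from the data, passing the limit was not always enough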; further: strong numbers were not always called active
Rin1-Abl PPI inh = human Rin1-Abl interaction inhibition; P00519+Q13671; TR-FRET Rin1/Abl binding, biochemical; inhibition, % at 7.35 µM; 360,000 compounds, 0.4% hits; in the data active means inhibition above about 5%, passing the limit was not always enough
MT1-MMP act inh = MT1-MMP (human) activation inhibition; 360,000 compounds, 0.061% hits; HT1080 RFP-PRO-GFP cells, GFP/RFP ratio fluorescence, overnight; percent of plate control window, DMSO zero; GFP/RFP ratio change, % at 20 µM; AID 651647;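 active means GFP/RFP ratio change of at least 30% with cell ATP level not reduced by more than half and red fluorescence within 50% of control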; further: strong numbers were not always called active
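Test system: HT1080 RFP-PRO-GFP cells; Benchmarks: DMSO and RFP-L50D-GFP cell wells; Timing: cells overnight before dosing, compound overnight, 37 °C, 5% CO2; Compound: one 20 µM compound dose with 1% DMSO; Read-out: GFP/RFP fluorescence ratio.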
MLLE-PAM2 inh = blocks PAM2 peptide binding to the PABP1 MLLE domain. P11940. GST-MLLE / FITC-PAM2 fluorescence polarization. inhibition, % at 20 µM. 360,000 compounds, 0.36% hits. AID 588489; in the data active means inhibition above about 35%, passing the limit was not always enough;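 further: plate controls were DMSO wells with GST-MLLE for no effect and wells lacking GST-MLLE protein for full effect; some results filed as inactive read as strong as hits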
FAS-TE inh = inhibitors of human fatty acid synthase thioesterase domain. recombinant FAS-TE, OMFH fluorogenic substrate, fluorescence endpoint. inhibition, % at 15 µM. AID 602261. P49327. 360,000 compounds, 0.67% hits;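 active means compounds whose normalised, plate-corrected inhibition of enzyme fluorescence in the single-dose primary screen is 50% or more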;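 further: 0% = DMSO with enzyme and 100% = substrate without enzyme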
Neddyl block = cullin neddylation inhibition; P61081+Q13564; TR-FRET cullin neddylation, biochemical; calls only at 25 µM; 360,000 compounds, 0.58% hits; in the data active means inhibition above about 36%
Target sequence (P61081 whole entry, looked up): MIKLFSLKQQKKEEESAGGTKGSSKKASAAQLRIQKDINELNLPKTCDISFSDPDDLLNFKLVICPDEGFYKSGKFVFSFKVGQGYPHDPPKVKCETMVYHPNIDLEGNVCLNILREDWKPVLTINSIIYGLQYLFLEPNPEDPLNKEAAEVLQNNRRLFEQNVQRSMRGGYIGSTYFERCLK
Target sequence (Q13564 whole entry, looked up): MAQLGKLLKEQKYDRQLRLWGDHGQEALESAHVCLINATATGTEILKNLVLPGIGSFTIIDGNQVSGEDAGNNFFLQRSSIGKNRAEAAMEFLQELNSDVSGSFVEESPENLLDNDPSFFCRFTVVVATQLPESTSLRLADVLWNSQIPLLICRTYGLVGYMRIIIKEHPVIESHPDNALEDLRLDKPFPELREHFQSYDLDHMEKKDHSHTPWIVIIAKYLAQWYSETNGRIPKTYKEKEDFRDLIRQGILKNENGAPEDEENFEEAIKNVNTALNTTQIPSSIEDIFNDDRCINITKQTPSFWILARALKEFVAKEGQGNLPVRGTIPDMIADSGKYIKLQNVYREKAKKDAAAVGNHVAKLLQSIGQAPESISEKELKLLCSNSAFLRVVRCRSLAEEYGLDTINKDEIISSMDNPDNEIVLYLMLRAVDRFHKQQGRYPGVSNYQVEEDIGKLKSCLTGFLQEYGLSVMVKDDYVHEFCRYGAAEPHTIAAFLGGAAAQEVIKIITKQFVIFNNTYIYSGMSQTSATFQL
MsrA act = activators of bovine methionine sulfoxide reductase A; activation, % at 10.6 µM; purified bovine MsrA, absorbance read-out; 360,000 compounds, 0.3% hits; in the data active means activation above about 7.5%;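 further: 0% = vehicle and 100% = reference activator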
Starred values were filed as active, the others as inactive. This is a random part of the collection; about 4% have a hit in one of these screens.

`CCCOC(=O)C1C2C=CC(C2)C1C(=O)OCC(=O)c1ccccc1` (configuration not stated) gave SKN-1 block -17.3, E coli Lon inh 25.5*, NRP1-CendR mod 1.6, Rin1-Abl PPI inh 2.2, MT1-MMP act inh -0.3, MLLE-PAM2 inh 1.0, FAS-TE inh -0.8, Neddyl block inactive and MsrA act -7.7.
`O=C(CCN1CCN(c2ccccc2)CC1)Nc1ccccc1F` gave SKN-1 block -4.2, E coli Lon inh -2.1, NRP1-CendR mod 18.7, Rin1-Abl PPI inh 2.3, MT1-MMP act inh 0.7, MLLE-PAM2 inh -10.4, FAS-TE inh 1.1, Neddyl block inactive and MsrA act 0.4.
`O=C(COC(=O)c1ccccc1O)NCc1ccccc1Cl` gave SKN-1 block 4.1, E coli Lon inh -10.0, NRP1-CendR mod -6.8, Rin1-Abl PPI inh -0.3, MT1-MMP act inh 5.2, MLLE-PAM2 inh -5.1, FAS-TE inh 0.5, Neddyl block inactive and MsrA act -0.9.
For Cc1ccc(NC(=O)CCOc2ccccc2C)cc1F the results were SKN-1 block 4.3, E coli Lon inh -12.3, NRP1-CendR mod -0.5, Rin1-Abl PPI inh 2.9, MT1-MMP act inh 2.3, MLLE-PAM2 inh -3.4, FAS-TE inh 21.3, Neddyl block inactive and MsrA act -0.7.
Cn1c(/C=C/c2cccc([N+](=O)[O-])c2)nc2ccccc2c1=O was read as SKN-1 block -10.1, E coli Lon inh 2.9, NRP1-CendR mod 6.3, Rin1-Abl PPI inh 0.3, MT1-MMP act inh -1.1, MLLE-PAM2 inh 7.2, FAS-TE inh 21.5, Neddyl block inactive and MsrA act -3.6.
`CCCCCCC(=O)Nc1ccc(C(=O)N/N=C/c2cccnc2)cc1` gave SKN-1 block 13.8, E coli Lon inh 1.1, NRP1-CendR mod -2.3, Rin1-Abl PPI inh -4.5, MT1-MMP act inh 5.7, MLLE-PAM2 inh -9.4, FAS-TE inh -9.0, Neddyl block inactive and MsrA act -2.0.
Screening CCN(CC)CCCNC(=O)C1c2ccccc2C(=O)N(C)C1c1ccc(OC)cc1 (configuration not stated) returned SKN-1 block 7.3, E coli Lon inh 3.1, NRP1-CendR mod 4.4, Rin1-Abl PPI inh -0.5, MT1-MMP act inh 0.8, MLLE-PAM2 inh 7.0, FAS-TE inh -4.3, Neddyl block inactive and MsrA act -1.2.
For CCOC(=O)c1csc(NC(=O)c2ccc3c(c2)OCCO3)n1 the results were SKN-1 block 5.9, E coli Lon inh -4.2, NRP1-CendR mod 28.7*, Rin1-Abl PPI inh -1.5, MT1-MMP act inh -5.3, MLLE-PAM2 inh -0.4, FAS-TE inh -6.6, Neddyl block inactive and MsrA act -8.4.
Screening CCn1c(SC(C)C(=O)O)nnc1-c1cccnc1 (configuration not stated) returned SKN-1 block -9.9, E coli Lon inh -9.4, NRP1-CendR mod 7.5, Rin1-Abl PPI inh 0.8, MT1-MMP act inh -0.5, MLLE-PAM2 inh -1.1, FAS-TE inh -8.8, Neddyl block inactive and MsrA act -3.2.
CC1(C)Cc2c(cnn2-c2ccc(F)cc2)C(NC(=O)C2=NNC(=O)CC2)C1 (configuration not stated) was read as SKN-1 block 8.9, E coli Lon inh 2.1, NRP1-CendR mod -1.9, Rin1-Abl PPI inh 1.5, MT1-MMP act inh -0.4, MLLE-PAM2 inh -3.6, FAS-TE inh -4.5, Neddyl block inactive and MsrA act -1.3.
Screening Cc1cc(C)c(C(=O)OCC(=O)NC(=O)c2ccccc2)c(C)c1 returned SKN-1 block -22.0, E coli Lon inh -7.1, NRP1-CendR mod 7.3, Rin1-Abl PPI inh -1.6, MT1-MMP act inh 8.9, MLLE-PAM2 inh 1.1, FAS-TE inh -1.9, Neddyl block inactive and MsrA act -2.0.
`Cc1cc(Nc2nc3ccccc3nc2Cl)n(-c2ccccc2C)n1` gave SKN-1 block 9.7, E coli Lon inh -7.6, NRP1-CendR mod -1.7, Rin1-Abl PPI inh -4.0, MT1-MMP act inh -7.6, MLLE-PAM2 inh 1.1, FAS-TE inh 9.6, Neddyl block inactive and MsrA act -7.3.
O=c1c2ccccc2cnn1Cc1cccc(Br)c1 was read as SKN-1 block 12.4, E coli Lon inh -0.7, NRP1-CendR mod 4.9, Rin1-Abl PPI inh 4.6, MT1-MMP act inh -0.8, MLLE-PAM2 inh -9.3, FAS-TE inh 6.6, Neddyl block inactive and MsrA act -7.0.
`COC(=O)[C@@]12C[C@@H](CC(=O)NCCCN3CCCC3=O)C(=O)N(Cc3ccccc3)C1=CCC(C)(C)C2` gave SKN-1 block 3.3, NRP1-CendR mod 10.6, MT1-MMP act inh 1.1 and Neddyl block inactive.
Screening CCOCCCNC(=O)c1cn2c3c(ccc(Cl)c3c1=O)OC(C)C2 (configuration not stated) returned SKN-1 block 15.6, E coli Lon inh 1.8, NRP1-CendR mod -0.3, Rin1-Abl PPI inh -4.0, MT1-MMP act inh -5.2, MLLE-PAM2 inh 10.3, FAS-TE inh -0.3, Neddyl block inactive and MsrA act -3.0.
Cc1nc2ncnn2c(C)c1CCC(=O)N1CCCCC1 was read as SKN-1 block 1.7, E coli Lon inh -2.2, NRP1-CendR mod 4.9, Rin1-Abl PPI inh 3.1, MT1-MMP act inh 1.6, MLLE-PAM2 inh -0.3, FAS-TE inh -3.3, Neddyl block inactive and MsrA act -0.8.
For O=C(COc1ccc(Cl)cc1)NCCCn1ccnc1 the results were SKN-1 block 3.6, E coli Lon inh 3.1, NRP1-CendR mod 1.5, Rin1-Abl PPI inh 0.4, MT1-MMP act inh 2.7, MLLE-PAM2 inh -14.3, FAS-TE inh -14.3, Neddyl block inactive and MsrA act 0.4.
For O=C(c1cccs1)N1CC=C(c2ccccc2)CC1 the results were SKN-1 block 15.4, E coli Lon inh -0.5, NRP1-CendR mod 17.4*, Rin1-Abl PPI inh -3.5, MT1-MMP act inh -0.7, MLLE-PAM2 inh 2.7, FAS-TE inh 0.9, Neddyl block inactive and MsrA act -1.6.
Screening Cc1cc(Cl)ccc1-n1c(-c2cccnc2)n[nH]c1=S returned SKN-1 block -11.4, E coli Lon inh 1.6, NRP1-CendR mod -7.0, Rin1-Abl PPI inh 2.6, MT1-MMP act inh -4.2, MLLE-PAM2 inh -18.4, FAS-TE inh -1.8, Neddyl block inactive and MsrA act -0.3.
For Cc1ccccc1S(=O)Cc1ccc(C(=O)NC2CCN(Cc3ccccc3)CC2)o1 (configuration not stated) the results were SKN-1 block 8.7, E coli Lon inh -5.1, NRP1-CendR mod -4.2, Rin1-Abl PPI inh 0.3, MT1-MMP act inh -0.2, MLLE-PAM2 inh 0.2, FAS-TE inh -6.8, Neddyl block inactive and MsrA act 1.1.
`COCCN1C[C@@H](CO)O[C@@H](n2cnc3c(NCc4ccc(F)cc4)ncnc32)C1` gave SKN-1 block 10.4, E coli Lon inh -12.9, NRP1-CendR mod -2.7, Rin1-Abl PPI inh -2.9, MT1-MMP act inh 2.4, MLLE-PAM2 inh 3.1, FAS-TE inh -11.7, Neddyl block inactive and MsrA act -5.9.
Screening COc1cccc(CNC2CCCc3ccccc32)c1OC (configuration not stated) returned SKN-1 block 8.1, E coli Lon inh -0.8, NRP1-CendR mod 4.6, Rin1-Abl PPI inh 3.6, MT1-MMP act inh 0.6, MLLE-PAM2 inh -16.5, FAS-TE inh -4.2, Neddyl block inactive and MsrA act -3.0.
COc1ccccc1Nc1nc2ccccc2[nH]1 was read as SKN-1 block -8.6, E coli Lon inh 3.8, NRP1-CendR mod 9.1, Rin1-Abl PPI inh 1.5, MT1-MMP act inh -4.1, MLLE-PAM2 inh -26.9, FAS-TE inh -5.6, Neddyl block inactive and MsrA act -2.4.
Screening O=S(=O)(SC1=NCCN1)c1ccccc1 returned SKN-1 block 1.2, E coli Lon inh -3.5, NRP1-CendR mod 16.8, Rin1-Abl PPI inh 1.2, MT1-MMP act inh 2.3, MLLE-PAM2 inh 3.8, FAS-TE inh -4.6, Neddyl block inactive and MsrA act -4.5.
Screening CC(=O)Nc1nc(C)c(Oc2ccc(Cl)cc2Cl)c(=O)[nH]1 returned SKN-1 block 21.9, E coli Lon inh -1.5, NRP1-CendR mod 0.1, Rin1-Abl PPI inh -0.8, MT1-MMP act inh 3.2, MLLE-PAM2 inh 8.6, FAS-TE inh -9.2, Neddyl block inactive and MsrA act -2.5.
`Cc1cc(Br)cn2c(Cc3ccccc3)c(-c3ccco3)nc12` gave SKN-1 block 4.1, E coli Lon inh -3.6, NRP1-CendR mod -0.8, Rin1-Abl PPI inh -21.4, MT1-MMP act inh -4.3, MLLE-PAM2 inh -9.4, FAS-TE inh 12.0, Neddyl block inactive and MsrA act -5.6.
`Cc1ccnc(NS(=O)(=O)c2ccc(N3C(=O)Nc4ccccc4N3O)cc2)c1` gave SKN-1 block 8.3, E coli Lon inh 7.2, NRP1-CendR mod 18.3, Rin1-Abl PPI inh -0.9, MT1-MMP act inh -0.7, MLLE-PAM2 inh 7.8, FAS-TE inh -10.2, Neddyl block inactive and MsrA act -8.3.
CC(C)(C)c1cc(C(=O)NNC(=O)Nc2cccc(Cl)c2)n(Cc2ccccc2)n1 was read as SKN-1 block -5.9, E coli Lon inh 2.1, NRP1-CendR mod 5.8, Rin1-Abl PPI inh -1.8, MT1-MMP act inh 2.0, MLLE-PAM2 inh -3.2, FAS-TE inh 14.8, Neddyl block inactive and MsrA act 0.6.
For CCc1c(O)cc(=O)n(-c2ccccc2)c1-c1ccccc1 the results were SKN-1 block 0.5, E coli Lon inh -16.8, NRP1-CendR mod -4.7, Rin1-Abl PPI inh -0.7, MT1-MMP act inh -3.9, MLLE-PAM2 inh -10.3, FAS-TE inh -2.2, Neddyl block inactive and MsrA act -1.0.
For COc1ccc(CC(=O)Nc2ccc(N3CCCCC3)cc2)cc1 the results were SKN-1 block 6.1, E coli Lon inh -2.2, NRP1-CendR mod 7.2, Rin1-Abl PPI inh -3.1, MT1-MMP act inh 1.7, MLLE-PAM2 inh 2.1, FAS-TE inh -0.9, Neddyl block inactive and MsrA act -8.1.
`CCc1ccc(NC(=O)CNC(=O)c2cn(-c3ccccc3OC)c(=O)c3ccccc23)cc1` gave SKN-1 block 7.4, E coli Lon inh -0.1, NRP1-CendR mod -2.1, Rin1-Abl PPI inh 2.3, MT1-MMP act inh -0.1, MLLE-PAM2 inh -0.1, FAS-TE inh 3.7, Neddyl block inactive and MsrA act 2.4.
Screening O=S(=O)(Cc1ccccc1)NCC1CCCO1 (configuration not stated) returned SKN-1 block 10.6, E coli Lon inh 4.2, NRP1-CendR mod -5.6, Rin1-Abl PPI inh -1.6, MT1-MMP act inh 0.3, MLLE-PAM2 inh 16.8, FAS-TE inh -10.1, Neddyl block inactive and MsrA act -9.6.

Part of the list above in order of molecular weight, ascending:
For COc1ccc(CC(=O)Nc2ccc(N3CCCCC3)cc2)cc1 the results were SKN-1 block 6.1, E coli Lon inh -2.2, NRP1-CendR mod 7.2, Rin1-Abl PPI inh -3.1, MT1-MMP act inh 1.7, MLLE-PAM2 inh 2.1, FAS-TE inh -0.9, Neddyl block inactive and MsrA act -8.1.
Screening Cc1cc(C)c(C(=O)OCC(=O)NC(=O)c2ccccc2)c(C)c1 returned SKN-1 block -22.0, E coli Lon inh -7.1, NRP1-CendR mod 7.3, Rin1-Abl PPI inh -1.6, MT1-MMP act inh 8.9, MLLE-PAM2 inh 1.1, FAS-TE inh -1.9, Neddyl block inactive and MsrA act -2.0.
`CCc1ccc(NC(=O)CNC(=O)c2cn(-c3ccccc3OC)c(=O)c3ccccc23)cc1` gave SKN-1 block 7.4, E coli Lon inh -0.1, NRP1-CendR mod -2.1, Rin1-Abl PPI inh 2.3, MT1-MMP act inh -0.1, MLLE-PAM2 inh -0.1, FAS-TE inh 3.7, Neddyl block inactive and MsrA act 2.4.
